Compound activity as filed in PubChem.
Tat transport – blocks Tat-dependent protein export in E. coli. hit rate 0.036% among 340,000. inhibition, % at 10 µM. AID 488895. E. coli MC4100 TorA-mCherry Tat export, fluorescence;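 active = mean replicate inhibition at least 50% and at least half of replicates individually reaching 50%; inconclusive = only one of the two criteria met; inactive = neither criterion met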;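 note: exported cargo escapes ClpAP degradation while cytoplasmic cargo is degraded and loses fluorescence; 0% = median of neutral control wells and 100% = median of NaSCN control wells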
MITF TRPM1 HTS – increases MITF-driven TRPM1 promoter luciferase signal | SK-MEL-5 TRPM1-promoter luciferase, 24 h; % of positive control, neutral wells = 0 | activation, % at 12.5 µM | hit rate 0.75% among 300,000 | AID 588334;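 active = mean activation of at least 80% with every replicate also reaching 80%; inconclusive = mean reaches 80% but some replicate falls short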;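 note: 0% = neutral control wells and 100% = parthenolide positive control wells; values of inactives mirror those of a sister screen read the other way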
SR-BI uptake up – enhances SR-BI lipid uptake from DiI-HDL. CHO ldlA[mSR-BI] cells, DiI-HDL uptake fluorescence, 3 h; 100 = double the neutral-control signal. activation, % at 12.5 µM. hit rate 0.096% among 320,000. AID 504775;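 active = mean replicate activation of at least 60% and every replicate at or above 60%; inconclusive = mean or all-replicate condition met, but not both; inactive = mean below 60% and not all replicates reaching 60%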;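 note: 0% = median plate neutral-control signal and 100% = twice that signal; values of inactives mirror those of a sister screen read the other way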
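Assay system: CHO ldlA[mSR-BI] cells, LDL receptor-null, SR-BI overexpressing; medium: Ham's F12 with 0.5% BSA, HEPES 25 mM, pH 7.4; also added: DiI-HDL 10 µg/mL; timing: 3 h uptake period with compound, 37 °C; signal: DiI fluorescence, bottom read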
AddAB inh – less growth of phage-infected E. coli with AddAB; AID 435030; E. coli expressing H. pylori AddAB, absorbance growth; inhibition, % at 11.9 µM; hit rate 0.29% among 330,000; in the data active = inhibition above about 12%;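 note: 0% = vehicle wells of infected cells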
Wnt act – activates Wnt/beta-catenin signaling in a reporter cell assay. activator, plate reader. activation, % at 9.35 µM. hit rate 1.2% among 300,000; in the data active = activation above about 30%, passing the limit was not always enough; inconclusive = no clear call, values can overlap the other calls;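 note: 0% = neutral control wells and 100% = positive control wells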
phage Ecoli inh – E. coli growth loss with phage present; growth absorbance; inhibition, % at 11.9 µM; hit rate 0.26% among 360,000; AID 651602; in the data active = inhibition above about 11%
E coli growth – counter-screen for AddAB inhibitors: E. coli growth inhibition. E. coli V3065 growth, OD600 absorbance, 18 h. inhibition, % at 11.9 µM. hit rate 0.27% among 330,000. AID 449728;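 active = inhibition above the campaign's mean inhibition across all tested compounds plus 3 SD, cut at about 9.9% in these data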;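 note: uninfected addAB+ strain grown without phage in ampicillin broth; 0% = DMSO wells and 100% = ciprofloxacin 0.95 µg/ml wells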
CAL PDZ FP-1 – CAL PDZ (human) peptide binding inhibition; purified CAL PDZ, TMR-peptide fluorescence polarization, 1 h; hit rate 0.92% among 300,000; AID 602252; inhibition, % at 24.9 µM;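 active = mean inhibition of at least 30% with at least half of replicates also reaching 30%; inconclusive = no clear call, values can overlap the other calls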;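 note: 0% = DMSO neutral control and 100% = excess unlabeled competitor peptide PRC23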
SR-BI HDL uptake – mouse SR-BI HDL lipid transfer inhibition. Q61009. ldlA[mSR-BI] CHO cells, DiI-HDL uptake fluorescence, 3 h. inhibition, % at 12.5 µM. hit rate 0.96% among 320,000;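 active = mean replicate inhibition of at least 70% and a set share of replicates each scoring 70 or more; inconclusive = meets just one of the two criteria; inactive = fails both criteria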;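 note: 0% = median of neutral control wells and 100% = median of positive control wells; values of inactives mirror those of a sister screen read the other way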
Target sequence (Q61009 whole entry, looked up): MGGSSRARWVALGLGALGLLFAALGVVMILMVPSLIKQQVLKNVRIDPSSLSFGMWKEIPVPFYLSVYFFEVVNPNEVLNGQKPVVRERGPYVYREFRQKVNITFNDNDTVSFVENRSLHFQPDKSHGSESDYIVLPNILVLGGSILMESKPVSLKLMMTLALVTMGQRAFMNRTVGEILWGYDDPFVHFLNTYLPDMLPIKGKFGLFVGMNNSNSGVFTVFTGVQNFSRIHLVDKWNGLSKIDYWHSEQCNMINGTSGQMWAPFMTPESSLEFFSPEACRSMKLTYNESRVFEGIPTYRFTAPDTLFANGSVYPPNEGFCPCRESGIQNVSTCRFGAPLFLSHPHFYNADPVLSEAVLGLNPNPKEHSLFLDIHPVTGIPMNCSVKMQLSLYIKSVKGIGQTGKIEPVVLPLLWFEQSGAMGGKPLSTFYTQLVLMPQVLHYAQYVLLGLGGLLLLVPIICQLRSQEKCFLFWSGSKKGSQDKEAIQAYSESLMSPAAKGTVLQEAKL
CAL PDZ FP-2 – blocks peptide binding to human CAL PDZ domain; Q9HD26; purified CAL PDZ, TMR-peptide fluorescence polarization, 1 h; inhibition, % at 20 µM; hit rate 0.02% among 330,000; AID 504414;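 active = highest replicate inhibition of at least 40%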;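 note: plate controls were DMSO neutral control wells for no effect and unlabeled competitor peptide control wells for full effect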
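Test system: purified CerCALP PDZ construct; Compound dosing: one concentration, 20 µM compound; Also added: TMR-labelled reporter peptide T*-PRC34 bound in PDZ groove; Read-out: inhibition from polarization loss; Controls: unlabelled peptide and DMSO controls; Signal: FP readout, S and P plane fluorescence; Incubation: 1 h at RT.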
Numbers without * were called inactive; ? = inconclusive; nt = no result given.

SMILES	Tat transport	MITF TRPM1 HTS	SR-BI uptake up	AddAB inh	Wnt act	phage Ecoli inh	E coli growth	CAL PDZ FP-1	SR-BI HDL uptake	CAL PDZ FP-2
O=C(C(c1ccccc1)c1ccccc1)N1CCOCC1	0	-6	29	2.4	nt	1.7	0.1	-2	-29	nt
CCN(CC)c1nc(Oc2ccc(=O)[nH]n2)nc(N2CCOCC2)n1	-4	-9	-3	2.3	-1	3.1	0.3	-1	3	-4.0
O=C(Nc1nnc(SCc2ccccc2Cl)s1)c1cccc([N+](=O)[O-])c1	-2	-3	28	2.1	-3	4.8	-0.1	-4	-28	-1.9
CCOc1ccc(N2C(=O)S/C(=C\c3ccc(O)c(OC)c3)C2=O)cc1	-9	16	nt	-2.3	-1	0.8	-0.1	8	nt	0.7
COc1ccc(NCC(=O)N/N=C/C2CCCCC2)cc1	5	7	-6	-0.7	20	-2.1	0.2	-2	6	-2.8
O=C(CSc1ccccc1F)NC1CCS(=O)(=O)C1 (centres undefined)	-2	9	16	-0.1	0	3.2	0.1	-1	-16	-0.2
COc1ccc(CCNC(=O)C23CN(Cc4ccccc4)CC2C(c2cccc([N+](=O)[O-])c2)=NO3)cc1 (centres undefined)	5	5	-3	-0.2	-5	4.1	-0.4	-2	3	-0.8
O=c1c(-c2nc3ccccc3s2)cccn1Cc1ccc(Cl)c(Cl)c1	-8	nt	-8	1.2	-5	3.6	2.5	-1	8	1.3
COc1ccc(C(=O)Nc2ccccc2C(=O)N2CCOCC2)cc1	-1	11	22	2.0	-1	-2.0	0.8	-2	-22	-1.2
COCCn1c(C2CCCCC2)nc2sc3ccccc3c(=O)c2c1=O	-3	10	-15	2.2	nt	1.2	-0.7	-1	15	-1.2
O=c1[nH]c2ccccc2n2c(-c3ccncc3)nnc12	4	-18	7	nt	1	-0.1	nt	-1	-7	-0.6
CCOC(=O)CCCSc1nc2sc(C)c(C)c2c(=O)[nH]1	6	3	9	-1.9	-2	2.4	-0.9	nt	-9	0.2
CC(=O)NC(c1ccccc1)c1c(O)ccc2ccccc12 (centres undefined)	-3	-2	-18	3.6	-13	2.0	0.5	-4	18	-1.0
CCOc1cc(CNCCc2c[nH]c3ccccc23)cc(Cl)c1OCC(N)=O	-4	4	nt	3.5	2	0.3	-0.3	-1	nt	-0.2
Cc1ccccc1CN1C(=O)c2ccccc2S1(=O)=O	2	4	nt	3.9	1	1.8	0.9	1	nt	-0.3
CCOC(=O)C1C(c2cc(OC)c(O)c(OC)c2)NC(=S)NC1(O)C(F)(F)F (centres undefined)	1	-5	nt	2.9	-1	3.0	0.2	0	nt	-0.6
Cn1cnc([N+](=O)[O-])c1Nc1cccc(O)c1	-3	-10	6	1.8	nt	6.5	0.5	-3	-6	-1.4
Cc1ccc(NC(=O)CCOc2ccccc2C)cc1C	5	41	4	1.7	-1	1.4	2.1	-5	-4	-4.0
Cc1ccc(NC(=O)NCCc2ccc(S(N)(=O)=O)cc2)cc1	4	4	nt	1.3	-1	1.2	-0.6	5	nt	-2.4
Cc1ccccc1C(=O)N1CCc2c([nH]c3ccccc23)C1C(F)(F)F (centres undefined)	0	-7	-36	3.3	-2	0.5	1.4	-15	36	-2.8
CCOC(=O)C1CCN(C(=O)COc2ccc(S(=O)(=O)N3CCOCC3)cc2C)CC1	0	3	8	3.5	-2	0.2	1.1	-2	-8	-1.2
S=C(NCCN(C1CCCCC1)C1CCCC1)Nc1cccc(Cl)c1	3	-2	-17	4.5	-8	2.1	1.8	-5	17	-3.3
CCOC(=O)c1cc(=O)c2ccc(OCC(=O)Nc3ccccc3)cc2o1	-15	nt	-6	4.7	-3	3.7	-1.2	3	6	-1.1
C=CCc1ccc(OCCCN2CCCC(C)C2)c(OC)c1 (centres undefined)	-9	nt	7	3.1	17	2.0	1.0	-3	-7	nt
CCc1cccc(CC)c1NC(=S)NCCc1ccc(O)c(O)c1	6	-14	-22	6.2	0	4.6	0.4	-3	22	-2.5
CC1=C(Cl)C2=NS(=O)(=O)CCN2C=C1Cl	-2	-10	20	0.6	-1	3.6	1.0	-1	-20	-1.9
CC(C)c1cccc(C(C)C)c1NC(=O)CNCC(O)c1ccccc1 (centres undefined)	7	2	-3	-2.4	1	1.0	-1.1	1	3	-1.2
COC(=O)[C@H](C)[C@@H]1C[C@@]1(C)[C@@H](NC(=O)OCc1ccccc1)c1ccccc1	4	-3	-5	3.2	-2	2.1	-1.4	-1	5	-0.7
Cc1cccc(OCC(=O)Nc2ccccc2N2CCN(C)CC2)c1	0	-8	7	4.5	-1	-1.4	0.3	2	-7	-1.5
COc1ccc(N(C(=O)c2ccc3c(c2)OCO3)C2C=CS(=O)(=O)C2)c(OC)c1 (centres undefined)	1	14	nt	3.7	0	2.0	-0.8	-4	-4	-2.2
CCN(CC)Cc1c(C(=O)N/N=C/c2cccc(OCc3cccc(Cl)c3)c2)nnn1-c1nonc1N	-3	2	15	2.4	1	0.1	-0.1	nt	-15	0.2
O=C(NCc1nnc(SCC(=O)N2CCCCCC2)o1)c1ccco1	-10	-7	5	1.0	-1	0.0	-1.3	0	-5	-1.4
O=C(NC(=S)Nc1ccc2oc(-c3cccnc3)nc2c1)c1cccc(Cl)c1	-8	1	16	-0.6	nt	0.7	0.4	5	-16	0.4
Nc1nonc1/C(=N/O)N1CCCC1	-9	nt	9	-0.5	nt	1.6	0.3	2	-9	-1.7
Cc1cc(N2C(=O)c3ccc(C(=O)NCc4ccccc4)cc3C2=O)no1	-2	5	22	-0.8	nt	-0.6	-2.3	-2	-22	-2.5
CCN(C(=O)COC(=O)/C=C/c1ccc(F)cc1)C1CCCCC1	3	2	-12	0.2	2	5.0	-1.2	1	12	-0.7
COC(=O)c1c(-c2ccccc2OC)sc2ccccc12	9	-16	-27	0.6	-2	2.1	-1.2	-1	27	0.4
Cc1cccc(OCC(=O)Nc2ccccc2N2CCCCC2)c1C	-4	-3	-22	0.8	-4	3.3	2.2	-3	22	-1.7
Cc1ccccc1NC(=O)Nc1ccc2c(c1)CCC2	0	75	-17	1.1	-1	0.1	2.7	nt	17	-1.0
O=C(c1ccco1)N1CCCC(Nc2ccc3c(c2)OCCO3)C1 (centres undefined)	-15	29	31	-2.0	14	1.4	-0.1	-4	-31	-2.0
COc1ccc(NC(=O)CSc2n[nH]c(-c3ccco3)n2)cc1	0	-7	15	2.2	-1	1.9	-0.1	5	-15	-1.4
CC(=O)c1ccc2noc(-c3ccc(C)cc3)c2c1	-6	11	-12	0.7	0	4.1	1.7	3	12	-0.4
CC(=O)Nc1ccc(S(=O)(=O)N2CCN(C34CC5CC(CC(C5)C3)C4)CC2)cc1	0	-2	4	-0.2	-1	5.1	-1.7	-1	-4	nt
C[C@@H](NC(=O)c1cc2c([nH]c3ccccc32)c(-c2ccccc2)n1)C(=O)O	-12	-12	-50	-0.1	1	1.6	-1.4	-8	50	-2.9
CCS(=O)(=O)N1CCC(C(=O)NCCCN2CCCC2)CC1	2	1	6	1.3	9	1.1	0.6	0	-6	-2.0
CCCCNC(=S)N(C)/N=C/c1c(F)cccc1F	-1	5	56	-1.7	-1	2.5	-1.4	-5	-56	-0.4
COc1ccc(Cl)cc1C(=O)OCC(=O)Nc1cccnc1Cl	-5	12	-21	-0.3	-6	7.8	-0.3	nt	21	-1.6
COc1ccc(C(=O)CCC(=O)Nc2cccnc2)cc1	2	0	36	4.5	-2	2.5	-1.0	3	-36	0.3
CCc1c(C)nc2c(-c3ccccc3)c(C)[nH]n2c1=O	0	-4	-6	nt	-2	-0.6	nt	-2	6	-0.7
CC(C)COc1ccc(Br)cc1CNC(C)(C)C	10	2	9	1.5	3	-0.8	3.8	-4	-9	0.7

(continued)
SMILES	Tat transport	MITF TRPM1 HTS	SR-BI uptake up	AddAB inh	Wnt act	phage Ecoli inh	E coli growth	CAL PDZ FP-1	SR-BI HDL uptake	CAL PDZ FP-2
Fc1cccc(Nc2nc(Cl)nc(Cl)n2)c1	-1	14	nt	-0.6	1	1.3	-0.2	-3	nt	0.5
O=C(Nc1nnc(-c2ccc(F)cc2)s1)c1c(F)cccc1Cl	-5	nt	22	-1.3	3	2.4	-0.5	nt	-22	0.5
COc1ccc([C@@H]2[C@@H]3C(=O)N(C(C)(C)C)C(=O)[C@@H]3[C@]3(C)C(=O)N(c4cccc(F)c4)C(=O)N23)cc1	-7	9	7	2.1	-1	1.5	-0.2	-1	-7	-2.9
COc1ccc(C(=O)Nc2ccc(C(=O)O)cc2NC(=O)c2ccc(OC)cc2)cc1	-3	-1	7	nt	5	1.8	nt	-4	-7	-2.2
Nc1nc(SCc2ccc(F)cc2)n[nH]1	-7	-6	11	0.1	0	5.2	-1.5	0	-11	17
O=C(Nc1ccc(N2CCCCC2)cc1)c1cc([N+](=O)[O-])cc([N+](=O)[O-])c1	3	-3	-11	1.5	-8	3.1	-0.1	1	11	-2.2
CCN(CC(=O)Nc1ccc2c(c1)OCCO2)C(=O)c1ccc([N+](=O)[O-])s1	4	-70	-14	2.9	8	-0.1	0.3	nt	14	1.2
O=C(Nc1ccc2c(c1)OCO2)C1COc2ccccc2O1 (centres undefined)	3	59	5	0.3	29	2.0	-1.0	6	-5	-0.8
COc1ccc(C(=O)Cc2cnn(-c3ccccc3)c2)c(O)c1	-3	77	-14	1.9	nt	1.0	-1.5	-2	14	-1.6
COc1ccc(NS(=O)(=O)c2cc([N+](=O)[O-])ccc2N/N=C\c2c(C)[nH]c3ccccc23)cc1	5	-7	-2	0.1	nt	-0.5	-1.1	-2	2	-1.5
CCOc1ccc(NC(=S)N2c3ccccc3CC2C)cc1 (centres undefined)	2	12	-28	0.6	-1	-1.1	-0.8	1	28	-0.2
O=C(OCC(=O)N1CCCC1=O)c1cccc(S(=O)(=O)N2CCOCC2)c1	?	1	3	2.8	-7	3.4	2.6	-6	-3	2.4
Cc1cc(Nc2ccc(F)cc2)n2nc(C)nc2n1	-6	1	14	3.8	0	2.6	1.2	-3	-14	0.8
FC(F)(F)c1cc(Cl)c2nnc(-c3ccccn3)n2c1	-5	2	6	-0.1	0	1.4	-1.0	-8	-6	-0.2
CNS(=O)(=O)c1ccc(NCC2COc3ccccc3O2)c([N+](=O)[O-])c1 (centres undefined)	12	15	-4	0.2	nt	6.8	-1.3	-1	4	-0.4
COC(=O)c1c(NC(=O)C2C3C=CC(CC3)C2C(=O)O)sc(C)c1C (centres undefined)	-16	-6	41	0.6	nt	3.3	-1.1	-8	-41	-1.2
Cc1nc2ccc(NC(=O)Cc3ccc(Br)cc3)cc2s1	-3	5	-17	1.3	2	2.6	0.1	0	17	0.0
